# EphB4 antag: EphB4-ephrin-B2 interaction antagonism; P54760; EphB4 LBD / TNYL-RAW-Alexa532 peptide, fluorescence polarization; inhibition, % at 7 µM; actives 0.15% (n = 97,000); AID 720;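 active = inhibition above the screen-wide mean inhibition plus 3 SD, cut at about 15% in these data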;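 also: 0% = DMSO wells and 100% = excess unlabeled TNYL-RAW peptide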
# Target sequence (P54760 whole entry, looked up, the tested form may be a part): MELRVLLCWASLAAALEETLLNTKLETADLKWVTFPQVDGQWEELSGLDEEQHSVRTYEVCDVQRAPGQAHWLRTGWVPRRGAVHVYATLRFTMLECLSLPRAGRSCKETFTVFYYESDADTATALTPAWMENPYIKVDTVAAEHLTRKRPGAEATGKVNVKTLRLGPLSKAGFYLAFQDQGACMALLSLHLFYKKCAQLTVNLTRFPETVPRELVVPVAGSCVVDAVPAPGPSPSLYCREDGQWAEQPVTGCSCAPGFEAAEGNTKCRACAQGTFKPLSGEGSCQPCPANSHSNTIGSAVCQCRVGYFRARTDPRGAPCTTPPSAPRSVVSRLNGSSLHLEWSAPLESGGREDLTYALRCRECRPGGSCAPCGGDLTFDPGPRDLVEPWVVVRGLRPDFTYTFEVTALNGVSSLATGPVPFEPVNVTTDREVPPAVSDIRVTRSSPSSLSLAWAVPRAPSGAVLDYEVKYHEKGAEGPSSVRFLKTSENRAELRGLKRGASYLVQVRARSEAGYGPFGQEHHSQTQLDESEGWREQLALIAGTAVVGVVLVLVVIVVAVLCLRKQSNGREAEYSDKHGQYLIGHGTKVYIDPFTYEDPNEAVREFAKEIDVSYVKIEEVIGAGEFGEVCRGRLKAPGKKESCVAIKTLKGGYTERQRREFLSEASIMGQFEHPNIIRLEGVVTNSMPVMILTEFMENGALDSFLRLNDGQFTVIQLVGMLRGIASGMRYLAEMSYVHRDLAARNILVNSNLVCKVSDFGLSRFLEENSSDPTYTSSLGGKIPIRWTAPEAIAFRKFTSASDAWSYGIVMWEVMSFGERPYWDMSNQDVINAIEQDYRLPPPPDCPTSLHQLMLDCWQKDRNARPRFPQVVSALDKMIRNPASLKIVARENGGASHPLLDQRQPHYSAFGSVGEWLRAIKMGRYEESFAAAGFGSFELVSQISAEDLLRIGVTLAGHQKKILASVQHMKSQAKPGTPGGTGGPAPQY
# CYP2C19 inh: inhibitors of human CYP2C19; CYP2C19 Supersomes, luciferin-H EGE luminescence, 30 min; inhibition, % at 5 µM; actives 21% (n = 96,000);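 active = CYP2C19 inhibition above a set limit at 5 µM in the primary screen, cut at about 50% in these data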;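 also: plate controls were negative control wells for no effect and 2.5 mM tranylcypromine positive control for full effect; values of inactives mirror those of a sister screen read the other way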
# PLAP activator: activates human placental alkaline phosphatase | purified PLAP enzyme, luminescent substrate read-out; hits give high values | activation fold at 20 µM | actives 1.2% (n = 96,000) | AID 696; in the data active = activation fold above about 2
# CYP2C19 act: activators of human cytochrome P450 2C19 | P33261 | recombinant CYP2C19, luciferin-H EGE luminescence; hits give high values; 0 = fully inhibited enzyme, 1 = untreated enzyme | activation factor at 5 µM | 96,000 tested, under 10 active | AID 1025;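 active = activation factor of at least 2 at 5 µM in the primary screen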;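 also: 0 = wells with 2.5 mM tranylcypromine and 1 = vehicle-only wells; values of inactives mirror those of a sister screen read the other way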
# CYP2C9 activ: CYP2C9 (human) activation; P11712; recombinant CYP2C9, luciferin-H conversion, luminescence; hits give high values; factor 1 = untreated enzyme, 0 = blocked; activation factor at 5 µM; actives 1.4% (n = 96,000); AID 1024;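 active = activation factor of 2 or more for CYP2C9 at a 5 µM dose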;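 also: 0 = sulfaphenazole-blocked wells and 1 = vehicle-only wells; values of inactives mirror those of a sister screen read the other way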
# PostGolgi yeast: growth inhibition of a yeast mutant, post-Golgi transport screen; post-Golgi transport phenotypic cell assay; inhibition, % at 10 µM; actives 0.9% (n = 98,000); in the data active = inhibition above about 30%;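 also: yeast cells grown in 1536-well plates; yeast grown about 18 h at 30C before absorbance read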
# Ecoli WT expand: blocks growth of wild type E. coli BW25113. OD600 absorbance. growth inhibition, % at 100 µM. actives 0.15% (n = 98,000). AID 710;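 active = growth inhibition above about 50% at one test dose, limit read from the data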;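 also: growth measured after 20 h incubation at 37 °C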
# CYP2C9 inhib: inhibitors of human CYP2C9; CYP2C9 Supersomes, luciferin-H conversion, luminescence; inhibition, % at 5 µM; actives 20% (n = 96,000); AID 777;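 active = blocking of liver enzyme CYP2C9 beyond about 50% at 5 µM, limit read from the data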; also: values of inactives mirror those of a sister screen read the other way
# PTK2B oligo ant: Pyk2 (human) oligomerization antagonism; Q14289; Q293 cells, Pyk2 FERM NanoBiT luminescence; hits give low values; z-score (the deposit names both 25 µM and 10 µM); actives 0.83% (n = 99,000); AID 1347419;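 active = Z-score of -3 or lower, scaled per plate to the spread of control and sample wells; inactive = z-score above -3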;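 also: negative z-score means lost luminescence so less FERM oligomerization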
# Starred values were filed as active, the others as inactive; nt = no result given.
SMILES,EphB4 antag,CYP2C19 inh,PLAP activator,CYP2C19 act,CYP2C9 activ,PostGolgi yeast,Ecoli WT expand,CYP2C9 inhib,PTK2B oligo ant
Cc1ccccc1CSCC(=O)N/N=C/c1cccs1,4,61*,0.9,0.4,0.7,0,16,32,0.93
CC1CCCCN1C(=O)CSc1nnc(CSc2ncccn2)n1C (stereo not drawn),0,-15,0.9,1.1,1.1,7,2,-9,0.11
Cc1ccc(S(=O)(=O)Nc2cc(-c3nn(C)c(=O)c4ccccc34)ccc2N2CCOCC2)cc1,3,93*,1.8,0.1,0.1,4,-1,94*,-0.38
Nc1c(-c2ccc(Cl)cc2)cnc2ncnn12,-5,38,1.2,0.6,0.9,-4,6,12,1.8
CC(C)C(c1nnnn1Cc1cccs1)N1CCN(C2CCCC2)CC1 (stereo not drawn),3,18,1.2,0.8,0.8,4,-3,20,1.4
CCCc1cc(=O)[nH]c(SCCOc2ccc(OCC)cc2)n1,-4,26,1.4,0.7,0.7,19,-10,32,2.4
COC(=O)c1cc(NC(=O)c2c(Cl)nc3sccn23)cc(C(=O)OC)c1,1,5,0.9,1,0.7,7,-10,32,-0.81
O=C(O)c1ccc(Cl)cc1NC(=O)C1CCCO1 (stereo not drawn),2,-9,0.9,1.1,1.6,-2,0,-61,0.3
CNC(=S)NNC(=O)Cc1ccccc1,3,-5,1.4,1,1.1,-2,4,-11,-0.26
CCOc1ccc(OCCN2C(=O)NC(Cc3c[nH]c4ccccc34)C2=O)cc1 (stereo not drawn),1,68*,1.9,0.3,0.2,-4,9,80*,0.47
Cc1ccc(C)n1/N=C1/NC(=O)CS1,-1,-15,1.4,1.2,0.9,-1,-7,9,0.03
CCOC(=O)/C(C#N)=C1/C=CN(c2ccccc2)C=N1,nt,0,0.8,1,0.7,-2,4,31,0
O=C(NCCCn1ccnc1)C1CC2CCC1C2 (stereo not drawn),-1,98*,1,0,0.3,-3,0,74*,1.1
Cc1ccc(-c2cc(C(=O)N/N=C/c3c(C)nn(-c4ccccc4)c3C)[nH]n2)cc1,4,29,1,0.7,0.8,-10,-6,25,-3*
CCCCc1ccc(-c2nc(NC(=O)C3C4CCC(O4)C3C(=O)O)sc2C)cc1 (stereo not drawn),4,6,1,0.9,1.1,-6,6,-8,nt
CCN1CCCC1CNC(=O)Cn1cc2c(n1)CCC(C)C2 (stereo not drawn),nt,-12,0.9,1.1,1.2,8,4,-16,nt
O=C(Nc1ccc2c(c1)OCCO2)NC12CC3CC(CC(C3)C1)C2,-4,2,1.2,1,1,7,-7,-3,-1.3
CCC(Sc1nnnn1-c1ccccc1)C(=O)NC(C)c1ccccc1 (stereo not drawn),0,74*,0.8,0.3,0.6,2,-5,44,-1.8
[O-][n+]1ccc(C2CC2)cc1,-1,-7,0.9,1.1,1.1,-1,1,-6,0.91
CCN(CC)S(=O)(=O)c1cccc(C(=O)N[C@H](C(=O)O)C(C)C)c1,-2,-16,1.2,1.2,1.1,-12,7,-6,0.58
CCC1CCCCN1C(=O)COC(=O)c1cc2ccccc2cc1O (stereo not drawn),nt,53*,1.1,0.5,1.2,-3,-11,-22,0.04
CCN=c1sc(C(=O)OC)cc(=O)n1CC,-1,30,1,0.7,0.7,-4,1,30,0.69
COc1ccc(/C=C2\CCCC3C2=NN(C(=O)c2ccco2)C3c2ccc(OC)c(OC)c2)cc1OC (stereo not drawn),7,19,1.4,0.8,0.6,-5,-9,44,-0.54
CCC(=S)/C=C1\Sc2ccc3ccccc3c2N1CCCS(=O)(=O)O,5,-4,1.3,1,1,-6,-7,-1,nt
Clc1ccc(CN2CCCCCCC2)cc1Cl,-8,85*,0,0.2,1.1,10,4,-6,1.7

# Next part, starting with the last 2 of the part before.
SMILES,EphB4 antag,CYP2C19 inh,PLAP activator,CYP2C19 act,CYP2C9 activ,PostGolgi yeast,Ecoli WT expand,CYP2C9 inhib,PTK2B oligo ant
CCC(=S)/C=C1\Sc2ccc3ccccc3c2N1CCCS(=O)(=O)O,5,-4,1.3,1,1,-6,-7,-1,nt
Clc1ccc(CN2CCCCCCC2)cc1Cl,-8,85*,0,0.2,1.1,10,4,-6,1.7
COC(=O)c1ccc(Oc2nc(NC(C)C)nc(N(C)C)n2)cc1,5,7,0.8,0.9,0.8,-3,-4,16,0.34
COc1cccc(-c2cc(C(=O)N3CCCc4ccccc43)no2)c1,-4,46,1.2,0.5,1.8,1,-9,-83,-1.7
COc1ccc2cc(CCNC(=O)C3CC3)c(=O)[nH]c2c1,-2,4,1,1,0.9,5,-8,7,-0.21
CC(N=C(NS(=O)(=O)c1ccc(Cl)cc1)c1ccccc1)C(=O)O (stereo not drawn),1,-4,1.2,1,1.2,-6,-5,-18,-0.35
O=C(Oc1ccc(-c2nnco2)cc1)N1CCCCC1,0,77*,1,0.2,0.7,8,5,30,0.72
CC1CC(=O)N(CC(=O)Nc2ccc3c(c2)OCO3)c2ccccc2S1 (stereo not drawn),nt,44,1,0.6,0.7,10,-15,28,-0.86
CCN1CCN(C(c2cc(OC)ccc2OC)c2nnnn2Cc2ccccc2)CC1 (stereo not drawn),0,-2,1.4,1,1,-5,7,2,-0.75
Oc1oc(-c2ccccc2)nc1C=Nc1ccccc1,3,42,0.9,0.6,0.5,-7,-4,48,0.66
COC(=O)c1ccccc1NC(=O)N1CCN(C/C=C/c2ccccc2)CC1,-5,24,1.3,0.8,0.5,10,3,47,-0.29
O=C(NCCCN1CCOCC1)c1ccc(Br)cc1,6,6,0.9,0.9,1.1,-2,0,-8,-0.01
CCOC(=O)C1CCN(C(=S)Nc2cc(OC)c(OC)cc2C(=O)OC)CC1,5,100*,1.8,0,0.8,4,-1,18,1.1
CCCn1c(N)[n+](CC(=O)c2ccco2)c2ccccc21,-2,-3,1,1,1,7,10,-2,-0.37
COc1cccc(-c2nnn(CC(=O)Nc3ccc(C)cc3C)n2)c1OC,nt,11,1.2,0.9,0.8,-6,-6,19,0.68
O=c1[nH]cnc2c1sc(=S)n2-c1ccccc1,7,-1,0.9,1,0.9,-1,-15,6,-0.28
CC(=O)c1cccc(NS(=O)(=O)c2cc(OCC(N)=O)c(C)cc2Cl)c1,1,13,1.1,0.9,0.7,-2,-4,28,0.29
COc1ccc(S(=O)(=O)Nc2cccc(C)n2)c2ccccc12,1,67*,1.2,0.3,1.6,-4,2,-61,0.14
Cc1ccc2[nH]c(=O)c(C3C(C#N)=C(N)Oc4c3ccc3cccnc43)cc2c1 (stereo not drawn),7,-14,2.2*,1.1,0.4,9,-6,62*,-1.1
COC(=O)c1c(C)c2c(C)cc3ccccn3c-2c1C(=O)OC,6,39,1.1,0.6,1,-2,-1,-1,-0.57
CCOC(=O)c1cccc(NC(=O)CSc2nnc(C3CCCCC3)n2C)c1,-5,21,0.9,0.8,0.6,2,-3,43,0.33
COc1cccc2c(=O)cc(C)n(CC(=O)Nc3ccccc3C)c12,5,16,1.2,0.8,0.9,-4,-3,14,0.29
CCOC(=O)c1ccccc1NC(=O)CN(c1ccccc1OC)S(C)(=O)=O,-6,49,1.3,0.5,0.5,5,-8,50,-0.49
Cc1cc(C(=O)NCC(C)C)c2ccccc2n1,6,-8,1,1.1,1,-1,-3,3,-0.05
CCOc1ccc(-c2cc(C(=O)NCCCN3CCN(CC)CC3)c3ccccc3n2)cc1,9,-7,1.2,1.1,0.8,1,6,19,-0.79
COc1ccccc1CNC(=O)c1cc2sccc2n1C,nt,28,0.9,0.7,1,8,-5,-5,-1
COc1ccc(C(O)P(=O)(OC2CCCCC2)c2ccc(N(C)C)cc2)cc1OC (stereo not drawn),3,56*,1.5,0.4,1,7,12,2,1.1
# (list continues)
SMILES,EphB4 antag,CYP2C19 inh,PLAP activator,CYP2C19 act,CYP2C9 activ,PostGolgi yeast,Ecoli WT expand,CYP2C9 inhib,PTK2B oligo ant
CC(C(=O)Nc1ncc2c(n1)CC(C)(C)CC2=O)N1C(=O)c2ccccc2C1=O (stereo not drawn),-5,2,1,1,1,11,-1,4,0.61
CC1CN(c2nc3c(c(=O)n(C)c(=O)n3C)n2Cc2c(F)cccc2Cl)CC(C)O1 (stereo not drawn),nt,14,1.8,0.9,0.4,-1,-5,59*,-0.27
Cc1ccc2cc(C)c3nnc(SCC(=O)NCc4ccco4)n3c2c1,-2,-1,1.4,1,0.9,-4,-9,14,-0.12
CC(=O)C1=C(C)NC(SCC(=O)c2ccc(Cl)cc2)=C(C#N)C1c1ccco1 (stereo not drawn),2,100*,1.3,0,0,-2,-14,97*,-0.12
COc1ccccc1CNC(=O)c1oc2ccc(S(=O)(=O)N3CCCC3)cc2c1C,-1,47,1.4,0.5,0.3,1,-14,73*,-0.93
O=C(NCCSc1c[nH]c2ccccc12)c1ccco1,-1,19,0.8,0.8,0.4,3,11,62*,nt
CCOc1cc(C)c(C(C)C)cc1S(=O)(=O)NCc1ccccn1,-11,22,1,0.8,1.1,1,-2,-12,-0.16
O=C(COC(=O)c1ccccc1NC(=O)c1ccco1)NCC1CCCCC1,4,79*,1,0.2,0.1,-8,-2,95*,-0.42
CNC(=O)c1ccc(OC2CSC2)cc1,5,6,1,0.9,0.9,-5,12,12,0.8
CCOC(=O)CSc1nn(C)c(=S)s1,-3,40,1.1,0.6,0.8,-3,9,17,nt
Cc1ccccc1-n1c(N)cc(=O)[nH]c1=S,-6,-10,0.9,1.1,1,4,5,0,-0.31
O=C(c1ccc(NC2=NC3CS(=O)(=O)CC3S2)cc1)N1CCc2ccccc2C1 (stereo not drawn),nt,4,1,1,1,8,4,-1,nt
CCN(CC)CCNS(=O)(=O)c1ccc(OC)c(Br)c1,-5,32,1,0.7,1.5,2,-2,-52,-0.14
N/C(=N\OC(=O)CCCN1C(=O)c2ccccc2C1=O)c1ccc(Cl)cc1,-6,-3,1.1,1,0.9,-1,3,12,1.2
COc1ccc(C2(O)CCN(Cc3nnnn3Cc3ccc(C)cc3)CC2)cc1,-2,51*,1.5,0.5,0.4,9,1,63*,-1.4
CCC1/C(=N\O)CC(c2ccco2)NC1c1ccco1 (stereo not drawn),7,4,0.9,1,1,-5,3,-5,0.61
CCc1nnc(NC(=O)CN2C(=O)c3ccccc3S2(=O)=O)s1,-1,-14,1.3,1.1,0.8,2,-5,18,0.49
O=C(CCCOc1ccc(Cl)cc1Cl)NCCCO,nt,22,0.9,0.8,1.1,5,5,-7,1.6
COc1ccc(C(=O)NCc2ccc(N3CCN(C(=O)OC(C)(C)C)CC3)cc2)cc1,6,1,1.1,1,0.8,-3,2,19,1.1
CN(c1ccc(S(=O)(=O)N2CCOCC2)cn1)C1CCCCC1,1,20,1.1,0.8,0.9,2,0,10,-0.78
CCn1c(C)c(C)c2cc(C(=O)Nc3cccc(Cl)c3)ccc21,6,14,0.9,0.9,2.4*,-5,-18,-140,-1.4
COc1ccc(-n2c(-c3cnccn3)n[nH]c2=S)cc1,6,-7,1.2,1.1,1.1,-2,-2,-7,0.87
O=C(NCc1ccccc1)c1n[nH]nc1-c1ccccc1O,nt,73*,2.9*,0.3,0.5,nt,nt,52*,-0.13
O=C(O)C1CCCCN1S(=O)(=O)c1ccc(Cl)s1 (stereo not drawn),6,25,1.2,0.7,0.5,4,3,47,nt
CCN(CC)Cc1cc(CCNC(=O)c2ccc(Cl)cc2)ccc1O,-12,-1,0.7,1,1.1,-4,3,-5,-0.81
CCCCCOc1ccc(C2NC(=O)NC2=O)cc1 (stereo not drawn),2,19,1,0.8,1,7,2,-4,nt

# Single records, from the list above:
# Profile of CC(N=C(NS(=O)(=O)c1ccc(Cl)cc1)c1ccccc1)C(=O)O (stereo not drawn) = EphB4 antag = 1; CYP2C19 inh = -4; PLAP activator = 1.2; CYP2C19 act = 1; CYP2C9 activ = 1.2; PostGolgi yeast = -6; Ecoli WT expand = -5; CYP2C9 inhib = -18; PTK2B oligo ant = -0.35
# Profile of CCN=c1sc(C(=O)OC)cc(=O)n1CC = EphB4 antag = -1; CYP2C19 inh = 30; PLAP activator = 1; CYP2C19 act = 0.7; CYP2C9 activ = 0.7; PostGolgi yeast = -4; Ecoli WT expand = 1; CYP2C9 inhib = 30; PTK2B oligo ant = 0.69
